Assay outcomes deposited in PubChem by several laboratories.
PPARg SRC2 recr = PPARgamma-driven SRC-2 recruitment agonism; P37231; PPARgamma LBD-SRC-2 recruitment, biochemical; activation, % at 8 µM; hit rate 0.34% among 200,000; AID 1032; in the data active means activation above about 22%;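 further: 0% = vehicle and 100% = reference agonist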
PMI act = activators of human phosphomannose isomerase; hit rate 0.005% among 190,000; purified human PMI, coupled resazurin fluorescence, 20 min; stronger effect = higher value; 1 = vehicle control, 0 substrate-free wells; P34949; AID 1214; activation factor at 20 µM;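 active means activation factor of 2 or more at 20 µM, relative to plate controls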
Target sequence (P34949 whole entry, looked up): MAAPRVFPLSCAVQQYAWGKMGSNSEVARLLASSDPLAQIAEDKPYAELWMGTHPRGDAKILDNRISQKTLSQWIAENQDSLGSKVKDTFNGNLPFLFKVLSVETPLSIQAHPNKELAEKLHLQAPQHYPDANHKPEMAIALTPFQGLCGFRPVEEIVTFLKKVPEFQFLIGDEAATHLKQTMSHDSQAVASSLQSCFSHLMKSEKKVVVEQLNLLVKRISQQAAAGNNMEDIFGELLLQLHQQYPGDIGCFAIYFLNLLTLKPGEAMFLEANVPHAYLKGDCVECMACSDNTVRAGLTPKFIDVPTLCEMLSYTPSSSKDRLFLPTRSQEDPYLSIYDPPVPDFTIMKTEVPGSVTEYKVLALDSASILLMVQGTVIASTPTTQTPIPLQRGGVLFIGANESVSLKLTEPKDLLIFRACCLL
PPARg SRC1 recr = promotes SRC-1 coactivator recruitment by human PPARgamma | P37231 | PPARgamma-SRC-1 coactivator recruitment biochemical assay | activation, % at 8 µM | hit rate 0.41% among 200,000; in the data active means activation above about 19%;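 further: 0% = DMSO and 100% = reference agonist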
TR-FRET SRC-2 ct = counter-screen for PPARgamma SRC-2 recruitment agonists: TR-FRET artefact; stronger effect = higher value; TR-FRET ratio at 8 µM; hit rate 0.4% among 200,000; AID 1049; in the data active means TR-FRET ratio above about 2000; further: inactives centre near 1500
PMI act hi M6P = increases human PMI activity with near-saturating mannose 6-phosphate; P34949; coupled PMI enzyme assay, resazurin fluorescence, 20 min; stronger effect = higher value; 1 = untreated enzyme, 0 = substrate-free blank; activation factor at 20 µM; hit rate 0.34% among 190,000;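 active means activation factor of 2 or more at 20 µM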
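Test system: human phosphomannose isomerase with PGI, G6PDH, diaphorase coupling enzymes; amount: 15 ng/mL PMI; incubation: enzyme reaction with compound 20 min at room temperature; technique: resorufin fluorescence (Ex 544/Em 590 nm) from resazurin via diaphorase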
G6PDH counter = counter-screen for G6PDH assay hits: L. mesenteroides G6PDH inhibition; Purified L. mesenteroides G6PDH, diaphorase/resazurin coupled fluorescence, 45 min; hit rate 0.12% among 200,000; inhibition, % at 5 µM; in the data active means inhibition above about 50%
Diaphorase inh = inhibits diaphorase or chemically oxidizes, flagging diaphorase assay artifacts. diaphorase resazurin-to-resorufin fluorescence, NADH, 16 min; bacterial (C. kluyveri) enzyme, not human. hit rate 0.69% among 190,000. inhibition, % at 20 µM;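 active means primary screen inhibition at 20 µM above a set limit, cut at about 50% in these data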;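 further: plate controls were DMSO with full reaction for no effect and wells lacking NADH for full effect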
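controls = No-NADH positive control and DMSO neutral control | system = Clostridium kluyveri diaphorase enzyme | timing = reaction incubation of 16 min at room temperature | signal = resorufin fluorescence 544/590 nm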
S1P3 antagonist = S1P3 (human) receptor antagonism. hit rate 0.27% among 170,000. inhibition, % at 4.98 µM. Q99500. CHO S1P3 NFAT-BLA reporter, FRET fluorescence, antagonist mode;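 active means inhibition above the plate cutoff, the mean inhibition of test wells on that plate plus 3 SD, cut at about 28% in these data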;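 further: cells challenged with S1P at its EC80 of 0.8 µM; blue over green emission ratio from cleaved BLA substrate after 4 h stimulation; 0% = S1P-stimulated wells and 100% = unstimulated DMSO-only wells; some compounds past the cut are filed as inactive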
Target sequence (Q99500 whole entry, looked up): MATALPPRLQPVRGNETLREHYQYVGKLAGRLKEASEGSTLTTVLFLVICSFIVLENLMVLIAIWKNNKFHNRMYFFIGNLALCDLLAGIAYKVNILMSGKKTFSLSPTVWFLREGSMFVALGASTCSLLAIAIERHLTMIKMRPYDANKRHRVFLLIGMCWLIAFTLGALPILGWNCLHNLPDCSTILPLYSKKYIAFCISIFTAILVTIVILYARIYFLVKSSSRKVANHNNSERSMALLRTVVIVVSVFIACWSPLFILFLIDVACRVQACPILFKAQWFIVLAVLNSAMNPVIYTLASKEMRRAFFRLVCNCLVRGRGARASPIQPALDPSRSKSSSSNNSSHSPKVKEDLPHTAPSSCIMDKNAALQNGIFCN
PPARg SRC-3 ag = agonists of human PPARgamma SRC-3 coactivator recruitment; P37231; hit rate 0.26% among 200,000; AID 731; biochemical PPARgamma/SRC-3 coactivator recruitment assay; activation, % at 8 µM; in the data active means activation above about 23%;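 further: 0% = DMSO and 100% = reference agonist; some compounds past the cut are filed as inactive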
Diaphorase act = counter-screen for diaphorase-based assays: diaphorase activators and chemical reducers. Diaphorase/resazurin coupled assay, resorufin fluorescence, 16 min; stronger effect = higher value; 1 = vehicle wells, 0 = NADH-free wells. activation factor at 20 µM. hit rate 0.005% among 190,000. AID 1229;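 active means diaphorase activity raised at least twofold by the compound at 20 µM; inactive means activation factor below 2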
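test system = bacterial diaphorase enzyme (C. kluyveri) | quantity = enzyme 0.07 U/mL final | reagent = NADH substrate 0.114 mM plus resazurin dye 0.1 mM, final | incubation = 16 min enzyme reaction, ambient temperature | buffer or medium = HEPES pH 7.4 buffer with MgCl2 and Tween 20 | signal = fluorescence of resorufin, 544 nm excitation, 590 nm emission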
ROMK primary = modulates human ROMK potassium channel activity. hit rate 2% among 130,000. Tet-inducible ROMK, thallium flux fluorescence; actives lie on both sides. B-score at 10 µM. P48048;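 active means signal ratio slope over the read window, or its plate-corrected B-score, at least 3 SD from the plate mean, either direction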;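 further: B-score of the F/F0 ratio slope over 7 to 12 s after thallium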
The depositor's hits bear a star; . = no result given. Compounds were not picked by outcome; 3.3% or so of the library scored in one or more.

molecule | G6PDH counter | TR-FRET SRC-2 ct | S1P3 antagonist | Diaphorase inh | PPARg SRC2 recr | PMI act | ROMK primary | PPARg SRC1 recr | PPARg SRC-3 ag | PMI act hi M6P | Diaphorase act
Cc1c(Cl)c(-c2n[nH]c(=S)n2Cc2ccco2)nn1C | 7.1 | 1506 | . | 11.7 | 3.5 | 0.9 | 1.15 | 7.1 | 7.1 | 0.9 | 0.9
Cc1nc2nc(-c3ccccc3)cn2nc1C | -13.7 | 1504 | . | 18.1 | -8.3 | 1.3 | 0.481 | -13.0 | -1.3 | 1.5 | 0.8
O=C(CSc1ncn(-c2ccccc2)n1)Nc1ccc2c(c1)OCO2 | 13.1 | 1501 | -33.9 | 15.9 | 8.8 | 1 | . | 1.8 | -1.8 | 1 | 0.8
O=c1cc(/C=C/c2ccccc2)oc2c1ccc1ccccc12 | 6.8 | 1845 | -13.1 | 25.7 | 0.9 | 0.9 | -0.345 | 3.7 | 4.4 | 1 | 0.7
Cc1ccc(NC(=O)CCCc2ccccc2)nc1 | 8.0 | 1315 | 1.3 | 26.1 | -1.7 | 1.1 | 1.1 | 5.1 | -5.0 | 1 | 0.7
COCCCN1C(=O)c2ccc(C(=O)Nc3ccccc3OC)cc2C1=O | 4.9 | 1249 | . | 12.0 | 0.6 | 0.9 | -0.00881 | 8.5 | -1.0 | 1 | 0.9
CN1C(=O)/C(=C/c2cc(N=Nc3ccccc3)ccc2O)SC1=S | 11.6 | 1550 | . | 14.0 | -0.8 | 1 | . | 9.1 | 9.3 | 0.9 | 0.9
NC(=O)C1CCCN(C(=O)Nc2cccc3ccccc23)C1 (stereo not given) | -0.4 | 1444 | -34.6 | 14.5 | 10.4 | 0.8 | 0.544 | -0.2 | 11.0 | 0.9 | 0.9
CCOC(=O)N1CCN(C(=O)CSCc2ccc(C)cc2)CC1 | 6.6 | 1442 | . | 11.5 | 0.1 | 1.1 | . | -2.3 | -6.2 | 1 | 0.9
CN(C)/C=C/C(=O)c1ccc(-n2cccc2)cc1 | 1.4 | 1779 | 0.2 | 9.2 | -2.9 | 1 | 0.155 | 7.8 | -1.3 | 1 | 0.9
N#CC1=C(N)OC2=C(C(=O)CCC2)[C@]12C(=O)N(CC(N)=O)c1ccccc12 | 5.1 | 1470 | . | 14.3 | 1.0 | 1 | -0.0642 | 13.8 | -5.5 | 0.9 | 0.9
CC1(C)C(=O)NCCN1C(=O)CC1C(=O)NCCN1CC(c1ccccc1)c1ccccc1 (stereo not given) | 11.8 | 1544 | -7.6 | 21.5 | -5.2 | 0.8 | 2.69 | 1.0 | 0.6 | 0.6 | 0.8
O=C(CCSc1nc2cc(Cl)ccc2o1)N1CCOCC1 | -14.0 | 1502 | -40.1 | 9.3 | 3.6 | 0.9 | 0.969 | 13.0 | 6.7 | 0.9 | 0.9
Cc1ccc2c(c1)C(=NC1CCCCC1)c1cc3ccccc3nc1-2 | -17.0 | 1484 | -2.9 | 19.4 | 6.1 | 1 | . | 6.3 | -7.3 | 0.8 | 0.8
CSc1nc(-c2ccccc2)nn1S(=O)(=O)c1ccccc1 | -0.7 | 1589 | . | 3.1 | 4.0 | 1.1 | 0.0998 | 0.8 | -4.5 | 1.1 | 1
COc1cc(S(=O)(=O)NC2CCCCC2)ccc1F | 16.2 | 1585 | . | 6.3 | 2.9 | 0.9 | -0.501 | -0.8 | -6.4 | 1 | 0.9
CCCCNC(=O)c1cccc(NC(=O)C(=O)c2ccccc2NC(C)=O)c1 | -12.8 | 1525 | 13.5 | 6.7 | 4.9 | 0.9 | 1.89 | 2.0 | 2.5 | 0.9 | 0.9
O=C(CNC(=O)c1ccc(-c2ccccc2)cc1)OCc1ccc(Cl)cc1 | 2.8 | 1546 | -4.8 | 5.5 | 5.5 | 1.2 | 0.233 | 5.3 | 0.8 | 1.2 | 0.9
Cc1cc(OCC(=O)c2ccc(Br)cc2)ccc1N1C(=O)CCC1=O | 10.3 | 1601 | . | 5.2 | -2.6 | 0.9 | 0.226 | -2.3 | -3.2 | 1 | 0.9
Cc1cc(Br)cnc1NC(=S)Nc1ccc(F)cc1F | 11.9 | 1769 | 11.6 | 13.5 | -4.6 | 0.8 | 1.34 | 12.4 | 3.9 | 0.9 | 0.9
Nc1cccc(C(=O)O)c1 | 12.2 | 1493 | -8.4 | 5.1 | 2.7 | 1 | . | 6.3 | 3.2 | 1.1 | 0.9
COc1ccc(NC(=S)NN2CCOCC2)cc1OC | 9.1 | 1477 | -2.4 | 14.8 | 0.1 | 0.8 | . | 3.9 | -6.9 | 0.9 | 0.9
COc1cc(/C=C/C(=O)OCC(=O)N2CCc3ccccc3C2)ccc1O | -0.7 | 1598 | 5.3 | 17.6 | -3.6 | 0.9 | . | -3.4 | 6.2 | 0.8 | 0.8
COc1ccccc1NS(=O)(=O)c1ccc(NC(=O)c2nc3ncccn3n2)cc1 | 5.5 | 1595 | -25.1 | 14.4 | 6.1 | 0.9 | . | 0.9 | -1.9 | 1 | 0.9
Cc1ccc(NCc2nnc(SCC(=O)Nc3ncc(C)s3)n2CC2CCCO2)c(C)c1 (stereo not given) | 3.0 | 1663 | 1.3 | 8.5 | -0.4 | 1 | . | 4.3 | 2.4 | 1 | 0.9
COc1cccc(-c2nnc(NC(=O)C(C)C)o2)c1 | -8.8 | 1540 | . | 5.1 | 1.4 | 0.9 | . | 11.1 | 15.9 | 0.9 | 0.9
N#CCCN(Cc1cccnc1)S(=O)(=O)c1ccc(S(=O)(=O)N2CCCCCC2)cc1 | 3.5 | 1660 | -11.0 | 12.2 | -1.5 | 1 | . | -2.7 | -6.1 | 1 | 0.9
Cn1c(=O)c(=O)n(C)c2cc(S(=O)(=O)CCC(=O)N3CCOCC3)ccc21 | 22.3 | 1446 | -35.0 | -5.8 | 7.3 | 1 | . | 1.0 | 3.0 | 1 | 1.1
COc1cc(OC)c(OC)cc1/C=N/NC(=S)NCCN1CCOCC1 | 9.1 | 1466 | -13.4 | -8.4 | -6.2 | 1 | -0.636 | 0.5 | 0.9 | 1 | 1.1
CC(Oc1ccccc1)C(=O)Nc1ccccc1O (stereo not given) | 1.9 | 1278 | . | 15.2 | -6.5 | 0.9 | 0.766 | -0.1 | -8.2 | 0.9 | 0.8
O=C1CC(NCc2ccccc2F)C(=O)N1c1ccccc1 (stereo not given) | 2.7 | 1495 | -20.4 | 9.3 | -0.7 | 1.1 | . | 4.9 | -8.7 | 1 | 0.9
OC1CCCN(C(=S)Nc2ccc(SC(F)F)cc2)C1 (stereo not given) | -7.0 | 1371 | 14.5 | 13.6 | -9.8 | 0.9 | . | -8.6 | -5.8 | 0.9 | 0.9
O=C(Nc1ccc2c(c1)OCO2)C1CCCN1C(=O)NCc1ccccc1 (stereo not given) | -1.0 | 1501 | -7.2 | 13.0 | 2.4 | 1 | . | 5.8 | -10.2 | 1 | 0.9
COc1cccc(NC(=O)CSc2nnc(-c3ccoc3C)n2CC2CCCO2)c1 (stereo not given) | 6.3 | 1458 | . | 8.3 | -10.8 | 1.1 | . | 3.6 | 10.0 | 1 | 0.9
COc1ccc(CCn2c3c(c(=O)[nH]c2=O)C(NC(=O)c2cccs2)(C(F)(F)F)C(=O)N3)cc1OC (stereo not given) | 6.0 | 1456 | . | 10.2 | -1.6 | 1.1 | . | 2.8 | -0.2 | 1 | 0.9
COCCCNc1oc(COc2ccc(Cl)cc2Cl)nc1C#N | -7.3 | 1681 | -3.6 | 19.4 | -1.7 | 0.9 | . | 6.4 | -9.5 | 0.8 | 0.8
CCOc1ccc(N2C(=O)CN=C2Nc2ccccc2Cl)cc1 | 3.7 | 1594 | . | 8.7 | -6.5 | 1 | . | 7.5 | 5.1 | 1 | 0.9
CCCCN(Cc1ccccc1)C(=O)C1CCCN(S(=O)(=O)c2cnc[nH]2)C1 (stereo not given) | 4.8 | 1423 | -3.6 | 5.1 | -15.3 | 1 | . | 7.1 | -9.1 | 1 | 0.9
CCOc1c(O)ccc(/C=C2\SC(=S)NC2=O)c1[N+](=O)[O-] | 15.7 | 1414 | 3.6 | 53.7* | -1.0 | 0.4 | 0.0399 | -2.4 | -0.6 | 0.4 | 0.5
COc1ccc(CCNC2=C(Cl)C(=O)N(Cc3ccccc3)C2=O)cc1OC | 16.1 | 1420 | 6.8 | 19.1 | -7.4 | 1.1 | 1.72 | 3.2 | -2.8 | 1 | 0.8
O=C(N/N=C/c1cccs1)c1ccc2c(c1)OCO2 | -6.3 | 1640 | -27.0 | 5.5 | 8.5 | 0.9 | . | 6.4 | 2.6 | 0.9 | 0.9
CN(C)/C=C1\C(=O)N(c2ccc(Oc3ccccc3)cc2)CS1=O (stereo not given) | 0.2 | 1797 | . | 15.0 | 6.3 | 0.9 | . | 12.8 | 4.3 | 0.6 | 0.8
COc1cc2c(cc1OC)C(C(C)C)=NC(C)(C)C2 | 0.8 | 1425 | . | 1.5 | 4.1 | 1.2 | -0.0102 | 4.8 | 4.8 | 1.1 | 1
Cc1cc(N2CCOCC2)nc(SCc2ccc(Cl)cc2Cl)n1 | 3.3 | 1602 | . | 12.8 | 1.2 | 0.9 | . | 8.9 | 2.6 | 0.9 | 0.9
CCN(CC)S(=O)(=O)c1cccc(C(=O)NC(C(=O)Nc2nnc(C)s2)C(C)C)c1 (stereo not given) | 1.9 | 1370 | . | 11.7 | -3.2 | 1 | . | 0.1 | -7.8 | 0.9 | 0.9
Cc1ccc(S(=O)(=O)N2CCC(C(=O)N/N=C/c3ccccc3[N+](=O)[O-])CC2)cc1 | 3.4 | 1638 | -8.0 | 9.7 | 0.3 | 0.9 | 0.37 | -0.9 | 2.0 | 1 | 0.9
COC(=O)c1sccc1N(C)S(C)(=O)=O | 16.1 | 1519 | 7.6 | -23.0 | 2.8 | 1 | 0.447 | 5.7 | -1.8 | 1.1 | 1.2
